CHO-K1 Ca antag – counter-screen for M1 antagonists: effect in parental CHO-K1 cells | ATP-induced calcium, Fluo-8 fluorescence | inhibition, % at 3 µM | 360,000 tested, 0.6% active | AID 602250;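 active = inhibition above a per-plate cutoff, the plate's mean sample inhibition plus 3 SD, cut at about 24% in these data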;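 also: 0% = DMSO plus EC80 ATP and 100% = DMSO alone without ATP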
CHO-K1 Ca ag – counter-screen for M1 agonists: effect in parental CHO-K1 cells; 360,000 tested, 0.48% active; AID 602248; Fluo-8 calcium fluorescence; scaled to maximal ATP response, vehicle zero; activation, % at 3 µM; in the data active = activation above about 15%;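 also: untransfected CHO-K1 host cells lacking M1 receptor as counterscreen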
M1 PAM – potentiates human M1 receptor response to acetylcholine; P11229; CHO-K1 hM1, Fluo-8 calcium fluorescence, ACh EC20; 0% = ACh EC20, 100% = maximal ACh; activation, % at 3 µM; 360,000 tested, 0.088% active; in the data active = activation above about 19%, passing the limit was not always enough
Target sequence (P11229 whole entry, looked up): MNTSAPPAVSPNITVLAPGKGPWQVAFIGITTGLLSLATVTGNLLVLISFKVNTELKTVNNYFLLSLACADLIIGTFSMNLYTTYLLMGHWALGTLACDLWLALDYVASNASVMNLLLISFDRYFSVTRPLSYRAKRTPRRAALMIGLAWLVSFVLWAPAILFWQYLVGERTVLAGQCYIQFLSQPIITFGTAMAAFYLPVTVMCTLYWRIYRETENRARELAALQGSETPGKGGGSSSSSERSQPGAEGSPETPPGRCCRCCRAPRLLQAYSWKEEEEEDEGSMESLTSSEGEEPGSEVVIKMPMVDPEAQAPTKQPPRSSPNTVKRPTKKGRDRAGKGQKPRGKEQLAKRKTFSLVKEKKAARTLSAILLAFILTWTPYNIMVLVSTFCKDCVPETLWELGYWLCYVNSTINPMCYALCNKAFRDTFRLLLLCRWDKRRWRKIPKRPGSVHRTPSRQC
OXTR potentiate – human OXTR potentiation; P30559; 320,000 tested, 0.061% active; CHO-OTR cells, Fluo-8 calcium fluorescence, potentiator mode; 0% = oxytocin EC15, 100% = EC100; AID 2445; activation, % at 3 µM;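 active = activation above that plate's cutoff, the mean activation of tested compounds plus 3 SD, cut at about 6.6% in these data, passing the limit was not always enough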;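 also: 100% uses oxytocin at 75 nM as the full agonist control; some results filed as inactive read as strong as hits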
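Dosing: Single dose, 3.0 µM nominal final compound concentration | Material: Human OTR in CHO cells | Technique: Kinetic Fluo-8 calcium fluorescence | Benchmarks: EC15 oxytocin alone as 0%, 75 nM oxytocin as 100% | Probe or stimulus: Oxytocin at about EC15, sub-maximal agonist stimulus | Incubation: Compound 6 min at room temperature before oxytocin, 100 s read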
M4 ag – agonists of human muscarinic M4 receptor (CHRM4); CHO-K1 hM4/Gqi5, Fluo-8 calcium fluorescence; vehicle 0%, full acetylcholine response 100%; activation, % at 3 µM; 360,000 tested, 0.14% active; AID 624127;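 active = activation above the run mean over all test wells plus 3 SD, cut at about 32% in these data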;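 also: peak over basal fluorescence ratio per well then scaled between controls; 0% = DMSO wells and 100% = acetylcholine at EC100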
Target sequence (P08173 whole entry, looked up): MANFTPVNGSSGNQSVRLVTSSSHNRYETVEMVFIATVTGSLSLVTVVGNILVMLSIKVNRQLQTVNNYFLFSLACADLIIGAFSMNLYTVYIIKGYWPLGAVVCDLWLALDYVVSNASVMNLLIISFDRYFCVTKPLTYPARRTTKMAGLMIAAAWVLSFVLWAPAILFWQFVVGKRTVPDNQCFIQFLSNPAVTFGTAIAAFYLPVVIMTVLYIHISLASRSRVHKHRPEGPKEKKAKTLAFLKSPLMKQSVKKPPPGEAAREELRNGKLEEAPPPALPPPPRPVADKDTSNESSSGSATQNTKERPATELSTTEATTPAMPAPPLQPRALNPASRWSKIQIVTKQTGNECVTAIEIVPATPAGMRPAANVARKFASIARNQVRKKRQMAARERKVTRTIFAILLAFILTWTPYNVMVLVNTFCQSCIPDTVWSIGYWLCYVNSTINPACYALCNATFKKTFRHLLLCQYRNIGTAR
CHO parental Ca – counter-screen: ATP calcium response change in parental CHO cells. parental CHO-K1, ATP-induced calcium, Fluo-8 fluorescence. AID 463079. 330,000 tested, 0.63% active. inhibition, % at 5.6 µM;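 active = inhibition above that plate's mean sample inhibition plus 3 SD, cut at about 26% in these data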;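 also: 0% = ATP-challenged DMSO wells and 100% = DMSO wells without ATP; some compounds past the cut are filed as inactive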
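Test system: parental CHO cells; detection: calcium-sensitive Fluo-8 fluorescence; evaluation: percent inhibition of calcium signal; also added: ATP as calcium-mobilizing challenge; repeats: one well per compound; control set: ATP-challenged DMSO wells low, unchallenged DMSO wells high; compound: single nominal dose of 5.6 µM per compound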
CHRM1 antagonist – antagonists of human M1 muscarinic receptor. inhibition, % at 3 µM. P11229. 360,000 tested, 1.3% active. AID 588852. CHO-K1 hM1, Fluo-8 calcium fluorescence, ACh EC80 antagonist;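 active = percent inhibition above its own plate's cutoff, namely the mean of that plate's compound wells plus 3 SD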;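 also: peak over basal fluorescence ratio during 140 s after agonist addition; 0% = ACh EC80 plus DMSO and 100% = DMSO alone without agonist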
M1 ag – activates human CHRM1 receptor | P11229 | CHO-K1 hM1, Fluo-8 calcium fluorescence, agonist mode; 0% DMSO, 100% acetylcholine EC100 | activation, % at 3 µM | 360,000 tested, 0.33% active;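 active = activation above the run's mean compound activation plus 3 SD, cut at about 16% in these data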;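 also: peak over basal fluorescence ratio within a 140 s kinetic read after compound addition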
M4 antag – antagonists of human muscarinic M4 receptor (CHRM4). P08173. CHO-hM4 cells, ACh EC80, Fluo-8 calcium fluorescence. inhibition, % at 3 µM. 360,000 tested, 0.73% active;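 active = inhibition above its plate's cutoff, the mean inhibition of sample wells plus 3 SD, cut at about 27% in these data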;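 also: 0% = acetylcholine EC80 with DMSO and 100% = DMSO without agonist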
* marks the source's active call; other numbers are inactive results; x = not tested or not shown.

SMILES | CHO-K1 Ca antag | CHO-K1 Ca ag | M1 PAM | OXTR potentiate | M4 ag | CHO parental Ca | CHRM1 antagonist | M1 ag | M4 antag
Cc1ccc(CNC(=O)CCS(=O)(=O)c2cc3c(cc2Cl)NC(=O)CO3)cc1 | 1 | 0.1 | 0 | -3 | 0 | -1 | 7 | -2 | 7
O=C1C(Cl)=C(N2CCOCC2)C(=O)N1c1ccccc1 | -3 | 0.0 | 0 | 4 | -1 | -1 | -1 | -5 | 4
COc1ccc(CCNC(=S)N2CCN(S(=O)(=O)c3ccc(Cl)cc3)CC2)cc1 | 5 | 0.5 | 9 | -10 | 1 | -17 | -13 | -2 | -5
CC1(C)CC(CC(=O)O)C(=O)O1 (stereo unspecified) | -3 | 0.6 | 14 | -4 | 0 | 0 | -11 | -2 | 4
Cc1ccc([N+](=O)[O-])c(C)[n+]1C | 4 | -0.2 | 14 | -2 | 1 | -2 | -4 | -3 | -3
COc1cc(CC(=O)N(CC(C)C)C2CCS(=O)(=O)C2)cc(OC)c1OC (stereo unspecified) | -7 | 0.1 | 7 | -6 | 3 | -1 | -4 | -2 | 0
O=C(O)c1ccc(S(=O)(=O)N2CCCCCC2)cc1 | -13 | 0.3 | 11 | -10 | 1 | 10 | -16 | -2 | 4
N/C(=N\OC(=O)CSc1ccccc1)c1ccccn1 | -6 | 0.2 | 28* | -4 | 1 | -5 | -24 | -1 | -1
COc1ccc(C(NC(=O)C2CCN(CCOc3ccccc3)CC2)c2ccccn2)cc1 (stereo unspecified) | -4 | -0.2 | 11 | x | 1 | x | -19 | -8 | -1
CCC(C)CCN1CCN=C1Nc1ccccc1 (stereo unspecified) | -8 | 0.7 | -1 | -9 | 1 | -11 | 10 | -12 | 10
COc1ccc(CNC(=O)c2sc(=S)n(-c3ccc(OC)cc3)c2N)cc1 | -7 | 1.1 | 1 | -9 | 1 | -1 | -3 | -3 | 11
O=C(NCCN1CCN(c2ccccc2)CC1)c1ccccc1F | 6 | 0.4 | 3 | -9 | -1 | -13 | -1 | -1 | 12
Cc1ccccc1OCC(O)CNC1CCC(NCC(O)COc2ccccc2C)CC1 (stereo unspecified) | 3 | 4.7 | -8 | -9 | 5 | 16 | 21 | -2 | 13
Cc1c(C)c2ccc(OC(C)C(=O)N3CC[C@@]4(O)CCCC[C@H]4C3)cc2oc1=O (stereo partly specified) | -9 | 0.0 | 4 | -6 | 1 | -25 | -13 | -4 | -33
O=C(O)CCc1nn2c3ccccc3n(CCO)c2nc1=O | 4 | 0.0 | 5 | -4 | 1 | 3 | -5 | -5 | -1
O=C1c2nc3cc(-c4ccco4)[nH]n3c(=O)c2CN1C1CCCCC1 | -19 | 0.8 | 11 | -4 | 1 | 1 | -21 | 1 | -4
COC(=O)c1ccc2c(c1)C(=O)N(C1CCCCC1)C2=O | -3 | 0.3 | 2 | -5 | 0 | -11 | -15 | -4 | 1
Fc1ccccc1NC(=S)NCc1ccc(Cl)cc1 | -9 | 2.6 | 12 | -9 | 7 | 9 | -6 | 6 | -3
CN1C(=O)c2oc3ccccc3c(=O)c2C1c1cccnc1 (stereo unspecified) | -14 | 1.1 | 0 | -3 | -1 | -7 | -16 | -3 | 6
CCCC(=O)c1cc(F)c(N2CCN(CCC#N)CC2)cc1C | -11 | 0.3 | 0 | -13 | 2 | -14 | 10 | -3 | 9
O=C(C[C@H]1C[C@H](C(=O)N2CCOCC2)[C@@]2(CCC3CCCC3)c3[nH]c4ccc(Cl)cc4c3CCN2C1=O)NCCN1CCOCC1 | -22 | 0.4 | 10 | x | 1 | -7 | -12 | -3 | -20
O=C(Nc1ccccc1)c1cc([N+](=O)[O-])ccc1Cl | 5 | 0.4 | 3 | -3 | 1 | -21 | -31 | -4 | -9
COCCOC(=O)N/C=C\c1nc2ccccc2c(=O)[nH]1 | -3 | 0.2 | 10 | -5 | 2 | -4 | 4 | -5 | 0
CCN(CC)S(=O)(=O)c1ccc2[nH]c(=O)cc(C(=O)NCC3CCCO3)c2c1 (stereo unspecified) | -2 | 0.6 | 2 | -4 | 0 | 3 | -1 | -2 | 3
COc1c2ccoc2c(OC)c2oc(=O)ccc12 | 5 | 0.0 | 4 | -4 | 0 | 4 | -21 | -4 | -6
Cc1ccc(S(=O)(=O)N2C[C@H]3[C@H]4C(=O)N(Cc5ccccc5)C(=O)[C@H]4CC(=O)[C@H]3[C@@H]2c2ccccc2Cl)cc1 | 11 | 1.4 | 3 | x | 3 | x | -2 | -7 | -4
O=C(Nc1ccc2c(c1)OCO2)C1CCN(S(=O)(=O)c2cccs2)CC1 | -11 | 4.0 | 9 | -7 | 9 | -1 | -2 | 0 | -13
COCC(C)n1c(SCC(=O)N2CC(=O)Nc3ccccc32)nc2ccccc2c1=O (stereo unspecified) | -17 | 1.8 | 2 | 5 | 4 | -33 | -1 | -4 | 4
Fc1cccc(Cc2c(-c3cccc(Cl)c3)nc3ccc(Cl)cn23)c1 | -2 | -0.5 | -1 | x | -1 | x | -19 | -4 | -15
CC/C(=N\Nc1ccc([N+](=O)[O-])cc1[N+](=O)[O-])c1ccc(O)cc1 | 4 | 12 | -2 | -4 | 4 | 3 | -3 | -7 | -3
Cc1ccc(-n2ncc(Cl)c2C(=O)NC2CC2)cc1 | 8 | 4.0 | 6 | -8 | 4 | -18 | -5 | -12 | -8
CC(Sc1ccc([N+](=O)[O-])cn1)C(=O)Nc1nccs1 (stereo unspecified) | -10 | 6.6 | 4 | -3 | 0 | -9 | -5 | -6 | -5
CCCC(C)NS(=O)(=O)c1ccc(OC)c(C)c1 (stereo unspecified) | 7 | -0.6 | 13 | -11 | -3 | -11 | -14 | -6 | 18
COc1cc(/C=N/NC(=O)c2ccc(CSc3nc4ccccc4[nH]3)cc2)ccc1O | -1 | 1.8 | -3 | -8 | 5 | 6 | 9 | -12 | -2
CCOc1ccc(N=Nc2c(C)[nH]n(-c3ccccc3)c2=O)cc1 | 0 | 0.3 | 14 | -14 | 1 | -4 | -7 | 1 | 3
COc1ccc2[nH]c(C(=O)O)c(CCN3C(=O)c4ccc(C(=O)O)cc4C3=O)c2c1 | -9 | 0.6 | 4 | -1 | 0 | 8 | -4 | -4 | -11
Cc1ccc(C(=O)N/N=C\c2ccc([N+](=O)[O-])s2)cn1 | 4 | 0.3 | 1 | -5 | 1 | -13 | 3 | -4 | -5
CSc1ccc(NC(=O)C2(C)CCN2C(=O)Cc2ccc(C(C)(C)C)cc2)cc1 (stereo unspecified) | 5 | 2.6 | -10 | x | 4 | x | 9 | -3 | 10
O=C(Nc1nc(-c2ccc3c(c2)OCCO3)cs1)c1ccco1 | -5 | 3.5 | 3 | -12 | 9 | -11 | -7 | -1 | 0
O=C1CCC(/C=C/c2ccccc2)=NN1Cc1ccc(Cl)c(Cl)c1 | 11 | -0.2 | 2 | -3 | 0 | -10 | -4 | 1 | 8
COc1cccc(C2C(C(=O)c3ccco3)=C(O)C(=O)N2CCN(C)C)c1OC (stereo unspecified) | -3 | 0.3 | 10 | 0 | 1 | 2 | -14 | -3 | -5
CCOC(=O)/C=C1\CN(CCC(C)C)S(=O)(=O)c2ccccc21 | 23 | -0.4 | -9 | -2 | 1 | -22 | 16 | -4 | 10
Cc1cccc2cc(CN(CC3CCCO3)S(=O)(=O)c3ccccc3)c(=O)[nH]c12 (stereo unspecified) | -8 | 7.2 | 0 | -7 | 16 | -26 | 10 | 1 | 4
CCN(CCN1CCCC1)C(=O)c1cc(COc2ccccc2SC)on1 | -3 | 1.1 | -10 | x | 0 | x | 7 | -7 | 15
CCCC(C)C(=O)Nc1ccccc1C(=O)OCC (stereo unspecified) | -5 | -0.5 | 3 | -6 | 0 | -7 | -9 | -3 | 0
COCCN(C(=O)COC(=O)CCC(=O)c1ccc(C)cc1)c1c(N)n(Cc2ccccc2)c(=O)[nH]c1=O | 4 | 0.2 | 16 | -9 | 0 | -11 | -30 | -4 | -5
CCc1c(C#N)c(=O)[nH]c(=O)n1-c1ccccc1 | -13 | 0.7 | 5 | -7 | -1 | -1 | -12 | -2 | 0
COc1ccc(C2C(C(=O)OCC(=O)N3CCCCC3)CCC(=O)N2c2ccc(OC)cc2)cc1 (stereo unspecified) | -15 | 0.6 | 2 | 0 | 0 | -17 | -1 | -3 | 6
NC(=O)Cn1cnc2c(nnn2-c2cccc(Cl)c2)c1=O | -13 | 1.8 | 5 | x | 1 | x | -13 | -6 | 0
CC(=O)N1CCCc2cc(S(=O)(=O)N3CCCC(C(=O)N4CCN(c5cc(C)ccc5C)CC4)C3)ccc21 (stereo unspecified) | 14 | 14 | -15 | -22 | 37* | 44* | 41* | 3 | -14
CCOC(=O)C1CCN(C(=S)Nc2cc(C)ccc2C)CC1 | 1 | -0.2 | 4 | 1 | 0 | -13 | -4 | 2 | 3

Filtered by structure: the compounds so far with an aryl thioether with sulfur outside any ring
SMILES | CHO-K1 Ca antag | CHO-K1 Ca ag | M1 PAM | OXTR potentiate | M4 ag | CHO parental Ca | CHRM1 antagonist | M1 ag | M4 antag
N/C(=N\OC(=O)CSc1ccccc1)c1ccccn1 | -6 | 0.2 | 28* | -4 | 1 | -5 | -24 | -1 | -1
COCC(C)n1c(SCC(=O)N2CC(=O)Nc3ccccc32)nc2ccccc2c1=O (stereo unspecified) | -17 | 1.8 | 2 | 5 | 4 | -33 | -1 | -4 | 4
CC(Sc1ccc([N+](=O)[O-])cn1)C(=O)Nc1nccs1 (stereo unspecified) | -10 | 6.6 | 4 | -3 | 0 | -9 | -5 | -6 | -5
COc1cc(/C=N/NC(=O)c2ccc(CSc3nc4ccccc4[nH]3)cc2)ccc1O | -1 | 1.8 | -3 | -8 | 5 | 6 | 9 | -12 | -2
CSc1ccc(NC(=O)C2(C)CCN2C(=O)Cc2ccc(C(C)(C)C)cc2)cc1 (stereo unspecified) | 5 | 2.6 | -10 | x | 4 | x | 9 | -3 | 10
CCN(CCN1CCCC1)C(=O)c1cc(COc2ccccc2SC)on1 | -3 | 1.1 | -10 | x | 0 | x | 7 | -7 | 15

Screens as filed in PubChem BioAssay.
